# Tb PGK inh: inhibitors of T. brucei phosphoglycerate kinase | 380,000 tested, 0.043% active | Potency, µM (top dose mostly 57.5 µM), without a hit: at the top dose activity change, negative = inhibition, usual class: inhibitors | PGK/GAPDH coupled, Kinase-Glo luminescence, 60 min | AID 602233; also: potency is read from the fitted curve at half-maximal effect; % is scaled to controls: 0 for no effect and ±100 for the full control effect; nearly all actives have a fitted effect of over 60% in size
# Target sequence (P07378 whole entry, looked up): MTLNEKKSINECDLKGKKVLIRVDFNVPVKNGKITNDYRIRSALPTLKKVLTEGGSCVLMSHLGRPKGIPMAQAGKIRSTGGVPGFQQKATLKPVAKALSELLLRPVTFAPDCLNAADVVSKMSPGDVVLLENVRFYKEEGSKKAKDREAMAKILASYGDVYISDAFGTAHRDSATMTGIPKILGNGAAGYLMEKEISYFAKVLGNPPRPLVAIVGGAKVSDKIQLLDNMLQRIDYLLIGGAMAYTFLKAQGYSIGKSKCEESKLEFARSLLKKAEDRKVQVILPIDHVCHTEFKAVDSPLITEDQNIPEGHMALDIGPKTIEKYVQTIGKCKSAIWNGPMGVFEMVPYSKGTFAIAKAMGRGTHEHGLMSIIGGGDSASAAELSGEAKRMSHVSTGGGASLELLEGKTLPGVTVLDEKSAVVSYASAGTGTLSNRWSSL
#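 Luminescent ATP detection (Kinase-Glo Plus) follows a 60-minute room-temperature incubation, with wells lacking PGK as controls. Buffer: 100 mM TEA (pH 7.6), 5 mM MgCl2, 0.01% Tween-20. Coupling enzyme GAPDH (100 nM final) supplies unstable 1,3-BPG in-well.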
# USP1-UAF1 inh: blocks the human USP1/UAF1 deubiquitinase complex; O94782; recombinant USP1/UAF1, Ub-Rhodamine cleavage fluorescence; Potency, µM (series often up to 57.1 µM), for inactives: at the top dose activity change, negative = inhibition, actives largely listed as inhibitors; 390,000 tested, 0.23% active; also: potency is read from the fitted curve at half-maximal effect; % is scaled to controls: 0 for no effect and ±100 for the full control effect; nearly all actives have a fitted effect of over 60% in size; inactives centre near -12
#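 1 nM enzyme complex + cpd, 15 min RT; start with Ub-Rho 150nM final; kinetic fluorescence ex 480/em 540, 6 reads q60 s. Buffer 50mM HEPES pH 7.8, 0.5mM EDTA, 0.1 mg/ml BSA, 1mM TCEP, 0.01% Tween-20.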
# HP1b binding inh: inhibitors of HP1-beta chromodomain binding to methylated histone tails. P83916. AlphaScreen HP1-beta / biotin-H3K9me3 peptide binding. Potency, µM (top dose mostly 114 µM), without a hit: at the highest dose activity change, negative = inhibition, usual class: inhibitors. 390,000 tested, 0.56% active. AID 540317; also: potency is read from the fitted curve at half-maximal effect; nearly all actives have a fitted effect of over 70% in size; inactives centre near 23
# Target sequence (P83916 whole entry, looked up): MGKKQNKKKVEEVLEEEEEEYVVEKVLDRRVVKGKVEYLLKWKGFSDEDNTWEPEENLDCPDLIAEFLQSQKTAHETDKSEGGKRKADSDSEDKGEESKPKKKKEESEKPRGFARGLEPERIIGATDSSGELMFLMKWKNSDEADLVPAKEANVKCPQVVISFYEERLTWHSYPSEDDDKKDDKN
#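 Compound inhibition of the preformed complex between 50 nM HP1-beta and 50 nM biotinylated H3K9me3 peptide was read by AlphaScreen. Buffer was PBS pH 7.4 with 0.01% Tween-20. Incubations ran 30 min at room temperature, with 10 ug/mL donor/acceptor beads.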
# PI4K2A inh: PI4K2A (human) kinase inhibition. Q9BTU6. purified PI4K2A, ADP-Glo luminescence, 1 h; active compounds read low. activity change, negative = inhibition, % at 76.9 µM. 420,000 tested, 0.13% active; in the data active = activity change below about -50%; inconclusive = mostly about -30% to -49%;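 also: -100% = wells without enzyme as full effect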
#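 In this quantitative HTS, ADP production by PI4K2A was quantified luminescently after 1 h at ambient temperature; 100 microM adenosine served as plate-quality control.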
# GLS inh: blocks human kidney-isoform glutaminase activity; O94925; GLS enzymatic activity, qHTS titration; Potency, µM (doses to about 45.5 µM), without a hit: at the top dose activity change, negative = inhibition, hits mostly inhibitors; 410,000 tested, 0.21% active; also: potency is read from the fitted curve at half-maximal effect; % is scaled to controls: 0 for no effect and ±100 for the full control effect
#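 Read-out is an Amplex red fluorescence increase coupled through glutamate oxidase and HRP, measured before and after 30 min room-temperature incubation. hKGA is in 45 mM KH2PO4 (pH 8.2) with 0.02% Tween-20; glutamine added as 1mM solution.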
# TrxR1 substrate: rat thioredoxin reductase 1 substrate activity | 390,000 tested, 0.01% active | purified TrxR1 substrate turnover, NADPH consumption readout | Potency, µM (titrated, usually from 114 µM), for inactives: top-dose activity change, negative = substrate turnover | O89049; also: potency is read from the fitted curve at half-maximal effect; % is scaled to controls: 0 for no effect and ±100 for the full control effect; nearly all actives have a fitted effect of over 50% in size
#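 Rat TrxR1, dispensed at 90 nM, was prereduced with 400 uM NADPH (final) for 5 min at ~22 deg C, then incubated with compound 15 min before 400 uM selenite. A first-read NADPH fluorescence drop versus no-compound background flagged substrates.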
# Pin1 inh: human Pin1 inhibition | Q13526 | Pin1 FP peptide displacement, HiFluor488, 10 min | Potency, µM (titrated, usually from 115 µM), inactives show at the top dose activity, negative = inhibition, actives largely listed as inhibitors | 390,000 tested, 0.009% active; active = well fitted inhibition curve with a large enough effect in the polarisation, with a control signal flat, not every such curve was filed as active; inconclusive = small, poorly fitted or top-dose-only effect, or effect the other way, or a change in a side signal; inactive = no such curve, though single readings can be large or run the other way; the % refers to the polarisation; also: potency is read from the fitted curve at half-maximal effect; % is scaled to controls: 0 for no effect and ±100 for the full control effect
# Target sequence (Q13526 whole entry, looked up): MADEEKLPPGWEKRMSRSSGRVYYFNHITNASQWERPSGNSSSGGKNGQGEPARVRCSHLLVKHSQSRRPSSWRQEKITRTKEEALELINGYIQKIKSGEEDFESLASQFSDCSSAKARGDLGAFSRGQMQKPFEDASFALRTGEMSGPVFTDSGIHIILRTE
# mIDH1 inhibitor: inhibitors of human mutant IDH1 R132H; O75874; IDH1-R132H enzyme, NADPH consumption, diaphorase/resazurin fluorescence; Potency, µM (titrated, usually from 76.6 µM), without a hit: at the top dose activity change, negative = inhibition, actives largely listed as inhibitors; 390,000 tested, 0.093% active; also: potency is read from the fitted curve at half-maximal effect; % is scaled to controls: 0 for no effect and ±100 for the full control effect; nearly all actives have a fitted effect of over 65% in size
#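 IDH1-R132H (0.5 ug/mL dispensed) in pH 7.5 Tris buffer was preincubated 30 min with compound, then given a substrate mix of 0.016 mM NADPH and 2 mM alpha-KG for 80 min at room temperature; remaining NADPH was read by diaphorase/resazurin fluorescence.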
# rTrxR1 inhibitor: rat TrxR1 inhibition; recombinant rTrxR1, NADPH fluorescence consumption, selenite substrate; 390,000 tested, 1% active; O89049; Potency, µM (top dose mostly 114 µM), for the others: at the highest dose activity change, negative = inhibition, usual class: inhibitors; also: potency is read from the fitted curve at half-maximal effect; % is scaled to controls: 0 for no effect and ±100 for the full control effect; nearly all actives have a fitted effect of over 65% in size
#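 Rat TrxR1 (90 nM in the dispensed reagent) was pre-reduced with 400 uM NADPH for 5 min at room temperature, then incubated with compound for 15 min. After 400 uM selenite was added, NADPH fluorescence (Ex 340/Em 450 nm) was followed for 8 min.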
# Numbers without * were called inactive; i = inactive; ? = inconclusive; · = no result given; [ ] = another dose, or the depositor's remark. Unless noted, calls follow the shape of the dose curve; as a rule, active = well fitted curve in the direction sought with a large enough effect; inconclusive = small, poorly fitted or top-dose-only effect, or another doubt; inactive = no such curve, though single readings can be large; an effect the other way counts as inactive or inconclusive. Some of the compounds tested. The share of hits here may be higher or lower than overall.
Tb PGK inh	USP1-UAF1 inh	HP1b binding inh	PI4K2A inh	GLS inh	TrxR1 substrate	Pin1 inh	mIDH1 inhibitor	rTrxR1 inhibitor	compound
-13%	-8%	52%[activator]	-1	11%	62%[activator]	23%	0%	27%	Cc1ccc(CCNC(=O)c2cc3c(s2)-c2c(C)cccc2OC3)cc1
0%	-5%	17%	4	0%	12%	7%	-1%	14%[57.1 µM]	CCCC1(c2ccccc2)NC(=O)N(CC(=O)Nc2sc(-c3ccccc3)cc2C(=O)OCC)C1=O (stereo unspecified)
-6%	-13%	7%	0	-10%	0%	1%	6%	7%	CN1CCN(CCC(=O)N/N=C/c2ccccn2)CC1
15%	?	29%	4	16%	?	?	12%	?	CCN(CC)c1ccc(/C=C2\C(=N)N3N=C(CC(=O)N4CCOCC4)SC3=NC2=O)cc1
-6%	-18%	72%[activator]	2	-4%	-5%	-2%	-1%	18%	CCCc1nn(-c2cc(Cl)ccc2OC)c2c1C(=O)CC(C)(C)C2
-4%	-19%	29%	0	-1%	-6%[57.1 µM]	1%	9%	19%[57.1 µM]	COc1ccc(S(=O)(=O)N(CCCN2CCOCC2)Cc2ccc(OC)c(OC)c2)cc1
3%	-14%	17%	1	28%	-6%	-1%	1%	-8%	O=S(=O)(Nc1cccc(S(=O)(=O)N2CCOCC2)c1)c1cccs1
1%	-17%	31%	-1	4%	5%[57.1 µM]	-3%	1%	9%[57.1 µM]	Cc1ccccc1NC(=S)NC(C)C(c1cccs1)N1CCOCC1 (stereo unspecified)
7%	-10%	-2%	1	19%	2%	0%	-9%	11%	Cc1ccc(S(=O)(=O)Nc2cccc(C(=O)NCC3(N4CCCCC4)CCCCC3)c2)cc1F
i	-9%	30%	-4	1%	-2%	-4%	-4%	22%	O=C(c1ccccc1Br)N1CCn2c1nc1ccccc12
2%	-12%	20%	0	-4%	5%	-5%	9%	20%	O=S(=O)(Nc1cccc(-n2cnnn2)c1)c1ccccc1
-2%	-11%	26%	3	-1%	7%	-2%	9%	15%	O=C(NC1CCN(Cc2ccccc2)CC1)c1cccc(OC(F)F)c1
i	-17%	28%	-13	3%	6%[57.1 µM]	3%	1%	19%[57.1 µM]	CCOc1ccc(-n2c(=O)c3c4c(sc3n(CC(=O)NCc3ccco3)c2=O)CCC4)cc1
-5%	-18%	22%	3	0%	8%	54%[activator]	7%	21%	Cc1cccc(NS(=O)(=O)c2ccc(C)c(NS(=O)(=O)c3cccs3)c2)c1
-8%	-18%	21%	-6	-3%	0%	-6%	-7%	20%	CCc1cccc(C)c1NC(=O)CN1C(=O)c2ccccc2Sc2ncccc21
5%	-1%	29%	4	-1%	9%	-30%	0%	-1%	Cc1occc1-c1nnc(SCC(=O)N(C)C)o1
i	-17%	-7%	-2	-8%	-10%	-11%	4%	?	Cc1ccc(C(=O)COC(=O)CCC(=O)NC2CCCCC2)cc1C
-9%	-22%	33%	-3	4%	-8%[57.1 µM]	0%	8%	1%[57.1 µM]	C/C=C(\C)C(=O)N1CC2(CC(c3cccc(NC(=O)COc4ccc(Cl)cc4)c3)=NO2)C[C@@H]1C(N)=O (stereo partly specified)
3%	-3%	18%	5	14%	-2%	-3%	7%	0%	COC(=O)c1cc(OC(=O)c2ccc(=O)[nH]c2)cc(C(=O)OC)c1
7%	-2%	23%	2	-2%	1%	-4%	-10%	4%	COCCNc1ccc(N2C(=O)C3CCCCC3C2=O)cc1[N+](=O)[O-] (stereo unspecified)
i	-5%	6%	0	-25%	-10%	3%	0%	-10%	CC(=O)Nc1ccc(OC(=O)CC2SC(=O)NC2=O)cc1 (stereo unspecified)
-10%	-6%	20µM*	-4	-2%	-19%[57.1 µM]	-2%	10%	3%[57.1 µM]	Clc1cccc(CN2CCN(Cc3ccco3)CC2)c1
4%	-1%	18%	0	1%	-7%	3%	1%	6%	O=c1c2ccccc2ncn1Cc1ccc2c(c1)OCO2
0%	-18%	34%	-2	-1%	0%	2%	-1%	18%	COc1ccc(C)cc1NC(=O)C(Sc1nnc(-c2cccs2)o1)c1ccccc1 (stereo unspecified)
-1%	-25%	·	-5	4%	·	·	3%	·	C[C@@H]1CN([C@H](C)CO)C(=O)CCCn2nncc2CO[C@H]1CN(C)Cc1ccc2c(c1)OCO2
i	1%	10%[57 µM]	6	2%	0%	0%	-8%	17%	COc1c(C)cc(C(=O)C2CCCN(C(=O)/C=C/c3ccccn3)C2)cc1C (stereo unspecified)
1%	-22%	·	-3	0%	·	·	1%	·	O=[N+]([O-])c1ccc(S(=O)(=O)NCC(c2ccc3c(c2)OCO3)N2CCOCC2)cc1 (stereo unspecified)
i	-11%	40%[activator]	0	-13%	3%	3%	4%	-2%	COc1ccc(CNc2cc(C)nc3ncnn23)c(OC)c1
1%	-23%	22%	3	12%	5%	-6%	9%	17%	COc1ccc(C(=O)N2CCCC(N3CCN(c4ccccc4OC)CC3)C2)c(OC)n1 (stereo unspecified)
-21%	-5%	-30%	-11	-21%	9%[57.1 µM]	?	7%	-6%[57.1 µM]	Cc1cc(=O)[nH]c(SCC(=O)NCc2ccco2)n1

# Arranged by value in Pin1 inh (highest first): some entries from above
compound | Pin1 inh
O=c1c2ccccc2ncn1Cc1ccc2c(c1)OCO2 | 3%
COc1ccc(S(=O)(=O)N(CCCN2CCOCC2)Cc2ccc(OC)c(OC)c2)cc1 | 1%
Cc1ccc(S(=O)(=O)Nc2cccc(C(=O)NCC3(N4CCCCC4)CCCCC3)c2)cc1F | 0%

# The results go on.
Tb PGK inh	USP1-UAF1 inh	HP1b binding inh	PI4K2A inh	GLS inh	TrxR1 substrate	Pin1 inh	mIDH1 inhibitor	rTrxR1 inhibitor	compound
·	?	47%[activator]	-10	3%	-3%	2%	·	17%	CCSc1ncc(Cl)c(C(=O)N(Cc2ccccc2)c2ccc(OC)cc2)n1
0%	-12%	40%[activator]	0	0%	-1%	13%	15%	1%	COc1cccc(NC(=O)/C(C#N)=C\c2cn(Cc3ccc(C)cc3)c3ccccc23)c1
0%	-22%	-26%	-8	-1%	8%	4%	4%	24%	CC12CCC(C[N+](C)(C)C1)C2(C)C (stereo unspecified)
-6%	?	11%	-4	-8%	6%[57.1 µM]	?	19%	14%[57.1 µM]	COc1ccc2c(c1)[nH]c1c(N3CCSCC3)ncnc12
-7%	-9%	33%	2	4%	-7%	-1%	1%	8%	CC1CCN(S(=O)(=O)c2ccc(Cl)cc2)CC1
13%	-2%	17%	-5	0%	2%	2%	0%	5%	CC1CCN(C(=O)CN2C(=O)C(C)(C)Oc3ccc(C(=O)NC4CCCC4)cc32)CC1
6%	-17%	14%	3	7%	1%[57.1 µM]	-1%	7%	8%[57.1 µM]	Cc1ccc(C)c(NS(=O)(=O)c2ccc(OCC(=O)NCc3ccccn3)cc2)c1
-4%	-17%	27%	-2	4%	-1%	0%	0%	19%	CN(C(=O)CCn1c(=S)oc2ccccc21)C1CCCCC1
9%	-17%	27%	0	-3%	4%[57.1 µM]	-4%	-13%	3%[57.1 µM]	CNC(=O)c1[nH]cnc1C(=O)N[C@@H](CC(C)C)C(=O)OC(C)(C)C
-7%	-11%	20%	-5	0%	-1%	-9%	3%	-1%	O=C(COC(=O)c1cccc(C(F)(F)F)c1)NCc1ccc(Cl)cc1
0%	-17%	20%	1	1%	6%[57.1 µM]	-8%	9%	2%[57.1 µM]	Cc1ccc(OCCOc2cccc(Br)c2)c([N+](=O)[O-])n1
3%	-1%	33%	4	8%	-2%	4%	-2%	18%	CCC(C)[C@H](NC(=O)NCC1CCCO1)C(=O)OC (stereo partly specified)
-7%	106%[activator]	11%	-10	-1%	-9%	?	0%	-34%	O=C(Nc1nnc(SCc2ccccn2)s1)C1CC(=O)N(c2ccc(F)cc2)C1 (stereo unspecified)
·	-15%	42%[activator]	4	-2%	2%	?	-5%	?	CN(C)S(=O)(=O)c1ccc(C(=O)Oc2coc(CSc3ncccn3)cc2=O)cc1
i	-5%	20%	3	-3%	-9%	-7%	5%	7%[57.1 µM]	CC(=O)Nc1ccc(NC(=O)c2ccccc2S(=O)(=O)c2ccccc2[N+](=O)[O-])cc1
-2%	-15%	4%	3	1%	3%[57.1 µM]	0%	2%	21%[57.1 µM]	CC(=O)c1cccc(N(C(=O)Cn2nnc3ccccc32)C(C(=O)NCC2CCCO2)c2ccc(N3CCOCC3)cc2)c1 (stereo unspecified)
-7%	-27%	31%	-5	1%	-1%	0%	1%	26%	COc1cccc(-c2csc(NC(=O)C3CC3)n2)c1
2%	3%	126%[activator]	-9	10%	-9%	-1%	21%	-7%	CCCOC(=O)CSc1nnc(-c2ccc(Cl)cc2Cl)o1
-1%	?	22%	-2	2%	-5%	-1%	4%	8%	Cc1oc2ncn(CC(C)C)c(=O)c2c1C(=O)N1CCN(c2cccc(C(F)(F)F)c2)CC1
i	-7%	25%	-1	-2%	-5%	-10%	-12%	10%	Cc1nn(C(C)C(=O)NC2CCC(C)CC2)c(=O)c2nn(-c3ccccc3)c(C)c12 (stereo unspecified)
-2%	-18%	24%	-10	-2%	-3%	0%	7%	0%	O=S(=O)(c1ccccc1)N1CCN(c2nc3ccccc3s2)CC1

# Bioassay records from PubChem BioAssay.
